Screens from PubChem BioAssay.
12-hLO inh: inhibitors of human 12-lipoxygenase (ALOX12); purified 12-hLO, xylenol orange hydroperoxide absorbance; Potency, µM (doses to about 57.1 µM), for inactives: at the top dose activity change, negative = inhibition, usual class: inhibitors; 0.12% of 150,000 active; further: potency means the concentration at half of the fitted maximal effect; nearly all actives have a fitted effect of over 55% in size; many of its hits are not listed in these tables
Target sequence (P18054 whole entry, looked up): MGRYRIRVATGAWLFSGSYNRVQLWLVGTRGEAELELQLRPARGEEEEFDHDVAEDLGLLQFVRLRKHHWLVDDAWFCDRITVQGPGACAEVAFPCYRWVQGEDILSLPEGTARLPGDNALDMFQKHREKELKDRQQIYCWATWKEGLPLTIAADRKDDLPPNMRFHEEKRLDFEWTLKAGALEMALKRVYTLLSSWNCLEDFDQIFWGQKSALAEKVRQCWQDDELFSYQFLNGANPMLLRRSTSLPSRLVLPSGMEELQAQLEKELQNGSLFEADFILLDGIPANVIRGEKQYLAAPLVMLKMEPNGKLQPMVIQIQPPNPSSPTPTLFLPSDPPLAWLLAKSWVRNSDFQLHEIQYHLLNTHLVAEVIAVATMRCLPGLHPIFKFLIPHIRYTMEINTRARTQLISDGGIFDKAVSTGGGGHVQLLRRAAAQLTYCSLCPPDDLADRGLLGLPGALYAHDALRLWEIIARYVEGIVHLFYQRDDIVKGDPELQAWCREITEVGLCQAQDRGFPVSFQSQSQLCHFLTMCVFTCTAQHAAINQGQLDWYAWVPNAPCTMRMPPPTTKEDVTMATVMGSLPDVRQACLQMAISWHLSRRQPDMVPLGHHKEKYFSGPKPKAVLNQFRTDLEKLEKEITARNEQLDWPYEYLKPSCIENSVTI
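Hydroperoxide output read as Fe(III)-xylenol orange absorbance, 573-to-405 nm ratio, after 30 min reaction with 40 uM arachidonic acid. Enzyme: 150 nM purified human 12hLO, 15 min compound preincubation; 25 mM Hepes pH 7.0, room temperature.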
IMPase cell inh: membrane-permeable compound that blocks inositol monophosphatase. CHO-M1 cells, IP1 accumulation, HTRF TR-FRET ratio. P97697. 120,000 tested, under 10 active. inhibition (IP1 accumulation), % at 46.1 µM; active means well fitted curve in the direction sought with a large enough effect in the signal ratio, not every such curve was filed as active; inconclusive means small, poorly fitted or top-dose-only effect, or a change in a side signal; inactive means no such curve, though single readings can be large or run the other way; the % refers to the signal ratio;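 further: cells stimulated with carbachol in lithium chloride buffer; plate controls were DMSO basal wells for no effect and reference inhibitor wells for full effect; higher means more IMPase inhibition seen as more IP1 and lower FRET ratio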
Target sequence (P97697 whole entry, looked up): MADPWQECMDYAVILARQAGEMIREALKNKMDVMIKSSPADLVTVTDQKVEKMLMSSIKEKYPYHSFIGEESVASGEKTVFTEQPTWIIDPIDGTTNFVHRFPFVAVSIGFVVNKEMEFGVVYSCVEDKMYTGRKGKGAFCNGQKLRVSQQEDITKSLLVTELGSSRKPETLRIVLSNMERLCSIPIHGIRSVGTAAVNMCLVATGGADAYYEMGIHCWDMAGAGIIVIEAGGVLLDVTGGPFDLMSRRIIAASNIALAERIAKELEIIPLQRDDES
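Cellular IMPase inhibition is scored as a rise in cytosolic IP1, detected by competitive TR-FRET between d2-labelled IP1 and a europium anti-IP1 antibody. M1-expressing CHO cells were stimulated with carbachol for 30 min at 37C, with lithium (50 mM LiCl) present in the buffer.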
PNC assembly inh: blocks assembly of the perinucleolar compartment. AID 2417. PC3M PTB-GFP, PNC prevalence imaging, 16 h; hits give low values. activity change (PNC), negative = inhibition, % at 10 µM. 3.1% of 140,000 active;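 active means readout at or below -70, meaning at least 70% loss of cells showing the perinucleolar compartment, a nuclear body marking cancer cells; inconclusive means readout between -30 and a set limit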;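 further: plate controls were DMSO wells for no effect and camptothecin positive control wells for full effect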
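PC3M cells stably expressing PTB-GFP, 750–1000 cells/well, treated 16 h at 37 °C with compound (23 nl of library stock), in duplicate. After paraformaldehyde fixation and Hoechst stain, imaged at 20x; PNC prevalence scored by image analysis.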
ALOX15B inhib: blocks human 15-lipoxygenase 2 activity; O15296; purified 15hLO-2, xylenol orange hydroperoxide absorbance; Potency, µM (doses to about 57.1 µM), for inactives: at the top dose activity change, negative = inhibition, hits mostly inhibitors; 0.56% of 110,000 active; further: potency means the concentration at half of the fitted maximal effect; nearly all actives have a fitted effect of over 60% in size; many of its hits are not listed in these tables
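Purified human 15hLO-2 (50 nM) preincubated 15 min with compound, then 45 uM arachidonic acid for 90 min at RT in 25 mM Hepes pH 7.5, 0.01% Triton X-100. Hydroperoxide detected by Fe-xylenol orange; 573/405 nm absorbance ratio.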
The depositor's hits bear a star; ? = inconclusive; · = no result given; & = joins results of further samples; [ ] = another dose, or the depositor's remark. Unless noted, the call rests on the fitted dose curve; in most records, active means well fitted curve in the direction sought with a large enough effect; inconclusive means small, poorly fitted or top-dose-only effect, or another doubt; inactive means no such curve, though single readings can be large; an effect the other way counts as inactive or inconclusive. Unless noted, on the % scale 0 is the no-effect control and ±100 the full control effect. These rows are one share of the data. The share of hits here may be higher or lower than overall.

IMPase cell inh	12-hLO inh	PNC assembly inh	Structure	ALOX15B inhib
1	3%	?	CC(C)c1ccc(C(C(=O)NC2CCCC2)N(C(=O)CNC(=O)c2ccco2)c2cccnc2)cc1 (stereo not given)	·
7	-6%	-13	CCn1cc[n+](C)c1P(c1ccccc1)c1ccccc1	·
3	0%	5	CCC(C)N1CC(O)=C(c2nc3ccccc3[nH]2)C1=N (stereo not given)	5%
·	-5%	?	O=C(COC(=O)CCC1CCCC1)Nc1ccc(Cl)cc1F	·
4	2%	19	CCCNS(=O)(=O)c1cccc2cccnc12	-1%
-1	-3%	-15	CCOC(=O)c1sc(=S)n(C)c1C	1%
-1	-5%	-4	O=C(CN1CCN(Cc2ccccc2)CC1)NC(=O)NC1CCCCC1	-1%
10	5%	34	O=[N+]([O-])c1cc2c(c(CSc3nnc(Nc4ccccc4)s3)c1)OCOC2	1%
-5	3%	61	CCC(=O)c1ccc(OCCN2CCOCC2)cc1	6%[2.29 µM]
4	-4%	22	Cc1cccc(N2CCCn3c2nc2c3c(=O)n(CCN3CCOCC3)c(=O)n2C)c1	2%
3	-14%	?	CCn1c(N)c(C(=O)NCc2ccco2)sc1=S	?
3	-8%	-12	CCOc1ccc(-c2noc(-c3cccnc3)n2)cc1OC	3%
6	0%	18	O=C(C1CCN(S(=O)(=O)c2cnc[nH]2)CC1)N1CCc2ccccc2C1	6%
5	-5%	?	NC(=O)/C(=C/c1ccco1)NC(=O)/C=C/c1ccccc1	-2%
15	3%	1	Cc1cccc(N2C(=O)CC(SC(=Nc3ccccc3)Nc3ccccc3)C2=O)c1 (stereo not given)	8%
4	0%	15	Cc1ccc(C(=O)NCCCn2ccnc2)o1	8%
·	-2%	1	O=C(CCCOc1ccccc1)NC1CCCc2ccccc21 (stereo not given)	·
0	-4%	-27	Cc1cc(C(=O)NNC(=S)NCC(C)C)no1	3%
-6	-3%	35	CN(C)c1ccc(-c2nn3c(-c4ccc(Cl)cc4Cl)nnc3s2)cc1	-10%
·	0%	-29	CC(=O)Nc1c(Cl)cc([N+](=O)[O-])c2ccccc12	·
3	13%	?	Cc1cc(C)c(S(=O)(=O)c2ccccc2)c(OC(=O)c2c(F)cccc2Cl)n1	8%
7	-7%	3	CCOC(=O)CSc1nc2c(c(-c3ccc(C)o3)c1C#N)CCCC2	?
-3	-2%	22	Cc1ccc(C(=O)N[C@H](C(=O)OCc2cc(=O)oc3cc(C)ccc23)C(C)C)cc1	·
12	8%	?	Cc1ccc(C(=O)C[n+]2cc(-c3ccc(C)cc3)n3c2CCCCC3)cc1	83%[activator]
·	-1%[0.00818 µM]	·	CC(=O)OC1CC2CCC1(C)C2(C)C (stereo not given)	11%[0.0915 µM]
·	0%	-17	Cc1nn(C)c(C(=O)N/N=C/c2ccc(Br)cc2)c1Cl	·
3	-3%	16	CCOC(=O)c1ccccc1NC(=O)CN1C(=O)CCS(=O)(=O)c2ccccc21	·
5	-1%	-25	COC(=O)[C@@H](NC(=O)N(C1CCCCC1)C1CCCCC1)C(C)C	6%
-3	-11%	8	C/C(CCc1ccc2c(c1)OCO2)=N\N=C1\NC(=O)CC(C(=O)Nc2ccc(Cl)cc2)S1 (stereo not given)	42%[activator]
-5	0%	?	O=C(O)CSc1ccccn1	-7%
4	-9%	?	O=C(Nc1cc(Cl)cc(Cl)c1)C1CCC(=O)N1Cc1ccccc1Cl (stereo not given)	1%
·	-7%	4	COc1cc(/C=C(\C#N)C(=O)NCc2cccs2)ccc1O	·
·	-2%	-19	CO[C@@]1(NC(=O)Cc2cccs2)C(=O)N2C(C(=O)O)=C(COC(N)=O)CS[C@@H]21	·
1	0%	2	CC(=O)Nc1ccc(NC(=O)CSc2nnc(-c3ccco3)n2Cc2ccco2)cc1	-8%
-1	1%	-7	Nc1nonc1N1CCCCC1	4%
·	3%	25	Nc1nc(NCCCN2CCOCC2)nc(Nc2ccc(F)cc2)c1[N+](=O)[O-]	·
·	-1%	-16	O=[N+]([O-])c1ccc(S(=O)(=O)NCC2CCCO2)cc1 (stereo not given)	·
-5	1%	6	O=C(CC1C(=O)NC2CCCCC2N1C(=O)c1ccc(F)cc1)Nc1ccccc1 (stereo not given)	-3%
-3	4%	6	Cc1sc2nc(CN(CCc3ccccc3)C(=O)c3ccco3)[nH]c(=O)c2c1C	-22%
14	2%	-5	CCOC(=O)c1sc(NC(=O)c2ccc(C)s2)cc1C	-2%
9	-4%	-3	CCCCCN(C(=O)NC(=O)Nc1ccccc1C)S(=O)(=O)c1ccccc1	·
11	5%	-5	COc1ccc(CCN(Cc2cc3cccc(C)c3[nH]c2=O)C(=O)NC2CCCCC2)cc1OC	28%
0	8%	59	C/C(Cl)=C/Cc1c(C)[nH]c2ccc(C)cc2c1=O	-7%
6	0%	-84*	CCOC(=O)c1cc(CC)sc1NC(=O)c1cc([N+](=O)[O-])ccc1N1CCOCC1	7%
2	-17%	-4	O=C(OC(C(=O)NCc1ccc2c(c1)OCO2)c1ccc(Cl)cc1)c1ccco1 (stereo not given)	-7%
5	-4%	21	O=C(OCc1ccco1)c1ccc(S(=O)(=O)N2CCCCC2)cc1	-25%
6	-2%	15	O=S(=O)(c1ccc(OCC(O)CN2CCCC2)cc1)N1CCOCC1 (stereo not given)	-4%
-2	-1%	-15	CCOCCOC(NC(=O)c1ccccc1)(C(F)(F)F)C(F)(F)F	·
·	0%	·	CN(C)C(=O)c1ccc(-c2nc(NCc3ccccc3)c3ccccc3n2)cc1	5%
1	1%	?	Cc1ccc(C)n1-n1c(C)nc2sc(-c3ccccc3)cc2c1=O	-1%
14	-2%	30	C=CCOc1ccccc1CNn1nnnc1N	0%
10[1.84 µM]	1%	-24	O=C(CCC(=O)OCc1cccc(C(=O)Oc2ccccc2)c1)Nc1cccc2ccccc12	-2%[11.4 µM]
-1	-4%	-115*	CN(C)c1ccc(N=Nc2ccccc2C(=O)OCC(=O)NC2CCCC2)cc1	·
·	4%	·	Nc1ncnc2c1nc(Br)n2C1OC(CO)C(O)C1O (stereo not given)	-4%
5	-5%	5	CC1(C)Cc2c(c(N3CCCCC3)[nH]c(=S)c2C#N)CS1	-13%
-1	-3%	?	O=S(=O)(c1ccccc1)N1CCN(C2CCN(Cc3ccccc3)CC2)CC1	14%
6	-9%	-2	Cc1ccc(-c2nc(CCN3C(=O)c4ccccc4C3=O)cs2)cc1	3%
-15	0%	12	Cc1ccccc1-c1nc2sc3c(c2c(=O)o1)CCC3	·
1	4%	-8	CC(C)NC(=O)C12CC3CC(C1)CC(n1cnc(Cl)n1)(C3)C2	2%
·	2%	30	O=C1CC(c2ccc(F)cc2)Sc2nc(-c3ccccc3)c(-c3ccccc3)n21 (stereo not given)	·

The list goes on.
IMPase cell inh	12-hLO inh	PNC assembly inh	Structure	ALOX15B inhib
4	4%	?	Cc1cccc(C)c1NC(=O)c1c(-c2ccccc2)noc1C	-2%
-4	6%	15	Cn1c(SCC(=O)N2CCN(c3ccccc3)CC2)nnc1-c1ccncc1	·
3	0%	?	Cc1cccc(CNC(=O)c2ccccc2N)c1	-3%
4	-10%	58	COc1ccc(CCN(C)C(=O)C2CCCN(Cc3ccc(OC)c(OC)c3)C2)cc1OC (stereo not given)	2%
0	-3%	28	O=C(Nc1cccc(C(=O)N2CCOCC2)c1)c1cncc(Br)c1	9%
12	-4%	?	Clc1ccc2nc(N3CCCCC3)[nH]c2c1	7%
?	-4%	·	Nc1ncnc2c1nc(Sc1ccc(Cl)cc1)n2[C@@H]1O[C@H]2COP(=O)(O)O[C@@H]2[C@H]1O	1%
2	0%	23	CCOc1ccc(NC(=O)Cn2nc(-c3ccccc3Cl)n(CC)c2=S)cc1	1%
-2	-2%	-18	O=C(COC(=O)Cc1cccc(C(F)(F)F)c1)NCC1CCCO1 (stereo not given)	-2%
4	0%	6	CC(=O)CCc1c(C)[nH]c2ccc(NC(C)=O)cc2c1=O	1%
9	0%	21	CC(=O)c1cnc(Nc2nc(C)c3ccc(C)cc3n2)nc1C	2%
-7	-3%	-7	CCN(CC)C(=O)Oc1ccccc1NC(C)=O	4%
-3&-6	4%	4	COc1cc(OC)cc(C(=O)Nc2ccc(S(=O)(=O)Nc3cc(C)nc(C)n3)cc2)c1	-6%
·	-1%	·	CCCn1c(C)nc2c(N3CCC(N(C)C)C3)nc(C)nc21 (stereo not given)	-2%
2	-4%	-19	CCCCN(CC)CCNS(=O)(=O)c1ccc2c(c1)oc(=O)n2C	9%
-8	0%	2	Nc1cccc(C(=O)Nc2ccc(N)cc2Cl)c1	-3%
4	0%	45	CCc1ccc(-c2cc(C(=O)Nc3c(C)n(C)n(-c4ccccc4)c3=O)c3ccccc3n2)s1	-15%
2	-3%	-4	Cc1ccc(S(=O)(=O)Cn2cnnn2)cc1	1%
7	-3%	20	CC(C)(C)c1cc(CN2CCOCC2)c(C(=O)O)o1	0%
-3	-2%	7	CCC(C)NS(=O)(=O)c1ccc(NC(=O)C(Sc2ccccc2)c2ccccc2)cc1 (stereo not given)	·
5	2%	72	CCN(c1ccccc1)S(=O)(=O)c1ccc(Cl)c(NC(=O)CSc2nncs2)c1	·
2	-5%	-30	O=C(CSc1nnc(-c2c[nH]c3ccccc23)o1)N1CCCCC1	2%
1	6%	-3	CN1C(=O)NC(NC(=O)C2CCCCC2)(C(F)(F)F)C1=O (stereo not given)	6%
9	3%	-4	Fc1ccccc1N1CCN(CCCNc2ccc3nncn3n2)CC1	14%
-5	2%	?	O=c1oc2ccccc2cc1-c1nc(-c2cccs2)cs1	-4%
8	-8%	-11	Cc1ccc(C2N(c3ccc(F)cc3)C(=O)C3CCCN32)cc1 (stereo not given)	-5%
-4	-2%	-19	CCC(=O)Nc1cccc(NC(C)=O)c1	4%
25	-5%	59	Cc1cc(Cl)ccc1NC(=O)CN1CCC(C(O)(c2ccccc2)c2ccccc2)CC1	65%[activator]
-3	3%	-1	CCCCC(=O)Nc1ccc(C(=O)N2CCC(C(=O)OCC)CC2)cc1	-1%
7	-2%	32	O=C(Nc1ccc(N2CCCCC2)c(Cl)c1)c1ccc(N2CCOCC2)c([N+](=O)[O-])c1	3%
-5	-3%	25	CC(C)(C)C(=O)NC1CCN(S(=O)(=O)c2ccc(C(F)(F)F)cc2)CC1	-3%
5	-6%	13	COc1ccc(-c2cnc(SCC(=O)Nc3cc(C)on3)n2Cc2ccco2)cc1	8%
-2	-7%	?	COc1cc(NC(=S)NC(C)=O)ccc1NC(=O)C(C)C	0%
5	-29%	8	Cc1ccc(NC(=S)N/N=C2\CC(C)(C)Oc3ccc(O)cc32)cc1	·
-8	6%	-6	O=C(O)Cn1c(SC2CCCCC2)nc2ccccc21	4%
·	0%	·	Cc1ccc(C(=O)O)cc1[N+](=O)[O-]	-1%
-6	1%	-13	CS(=O)(=O)N1CCCC(C(=O)NCCc2ccc(Cl)cc2)C1 (stereo not given)	-3%
5	-20%	15	C1CCN(c2nc(N3CCCCC3)nc(N3CCNCC3)n2)CC1	53%[activator]
?	5%	41	COc1ccc(N2C(=O)c3ccccc3NC2c2ccc(OC)c(CSc3ccccn3)c2)cc1 (stereo not given)	-12%

Another view of 6 compounds above:
canonical_smiles | IMPase cell inh | 12-hLO inh | PNC assembly inh | ALOX15B inhib
CC(C)NC(=O)C12CC3CC(C1)CC(n1cnc(Cl)n1)(C3)C2 | 1 | 4% | -8 | 2%
O=C(CCCOc1ccccc1)NC1CCCc2ccccc21 (stereo not given) | · | -2% | 1 | ·
CCOC(=O)c1sc(NC(=O)c2ccc(C)s2)cc1C | 14 | 2% | -5 | -2%
COc1ccc(N2C(=O)c3ccccc3NC2c2ccc(OC)c(CSc3ccccn3)c2)cc1 (stereo not given) | ? | 5% | 41 | -12%
CCOC(=O)c1ccccc1NC(=O)CN1C(=O)CCS(=O)(=O)c2ccccc21 | 3 | -3% | 16 | ·
O=C(C1CCN(S(=O)(=O)c2cnc[nH]2)CC1)N1CCc2ccccc2C1 | 6 | 0% | 18 | 6%
